# Screening data as filed in PubChem.
# Menin MLL FP TR – qHTS Assay for Inhibitors Targeting the Menin-MLL Interaction in MLL Related Leukemias: Competition With Texas Red Labeled MLL-derived Mutant Peptide; Menin + Texas Red MLL mutant peptide, fluorescence polarization; Potency, µM (series often up to 61.6 µM), for inactives: at the top dose FP activity change, negative = inhibition, most hits filed as inhibitors; actives 0.23% (n = 270,000); AID 1768, 2009; O00255; active = well fitted inhibition curve with a large enough effect in the polarisation, with a control signal flat, not every such curve was filed as active; inconclusive = small, poorly fitted or top-dose-only effect, or effect the other way, or a change in a side signal; inactive = no such curve, though single readings can be large or run the other way; the % refers to the polarisation; note: potency is the fitted concentration of half-maximal effect; % of control where 0% means no effect; many of its hits are not listed in these tables
# hERG WT inh – qHTS for Inhibitors of KCHN2 3.1: Wildtype qHTS | Voltage-gated inwardly rectifying potassium channel KCNH2 (Homo sapiens), Q12809 | U2OS, BacMam KCNH2, thallium flux FluxOr; active compounds read low | activity change, % at 1.84 µM | actives 0.37% (n = 340,000) | AID 720551, 2013;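 active = maximum activity change below -70%; inconclusive = maximum activity change between -70% and -50%; inactive = maximum activity change above -50%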; note: % is set by controls: 0 for no effect and ±100 for the full control effect
#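 U2OS cells transduced with wild-type KCNH2 virus are loaded with FluxOr dye for 45 min, and thallium flux is measured in kinetic reads before and after stimulation buffer. Rate constants are normalized to DMSO controls.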
# USP2a inh – qHTS Assay for Inhibitors of Ubiquitin-specific Protease USP2a Using CHOP2 as the Reporter. AID 463254, 2010. USP2 core, Ub-CHOP2 coupled fluorogenic reporter, 485/531. actives 0.01% (n = 330,000). Potency, µM (doses to about 38.3 µM), without a hit: top-dose activity change, negative = inhibition, actives largely listed as inhibitors;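 note: potency is the fitted concentration of half-maximal effect; plate controls were DMSO wells for no effect and full inhibition by NEM control for full effect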
#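 Deubiquitinase activity read as fluorescence (485/531 nm) after Ub-CHOP2 cleavage activates the enterokinase reporter on its substrate; USP2 core 10nM, Ub-CHOP2 and substrate 25nM each, 30min compound preincubation then 60min RT; data normalized to NEM, curves fitted.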
# PKM2 act – qHTS Assay for Activators of Human Muscle isoform 2 Pyruvate Kinase; purified PKM2, Kinase-Glo ATP luminescence, activation; response scale: 0% is enzyme alone, no compound; actives 0.34% (n = 260,000); Pyruvate kinase PKM (Homo sapiens), P14618; Potency, µM (highest dose often 57.5 µM), inactives show at the top dose activation, hits mostly activators; note: potency is the fitted concentration of half-maximal effect; % is set by controls: 0 for no effect and ±100 for the full control effect; nearly all actives have a fitted effect of over 55% in size
#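 Purified hPK-M2 (>95%) run at intermediate activity with 0.1 mM ADP and 0.5 mM PEP in 50 mM imidazole pH 7.2, KCl, MgCl2; 1 h room temperature. ATP formed read by Kinase-Glo luminescence; normalized to uninhibited and no-enzyme controls.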
# TRPV1 agonist – HTS Assay for Compounds that Act as Agonists of the Vanilloid Receptor 1 | Transient receptor potential cation channel subfamily V member 1 (Homo sapiens), Q8NER1 | TRPV1-expressing cells, Fluo-8 calcium influx, agonist mode | activation, % at 8.33 µM | actives 0.19% (n = 320,000) | AID 540275, 2011; in the data active = activation above about 80%; inconclusive = between about 30% and that limit; note: 0% is about no effect
# Target sequence (Q8NER1 whole entry, looked up): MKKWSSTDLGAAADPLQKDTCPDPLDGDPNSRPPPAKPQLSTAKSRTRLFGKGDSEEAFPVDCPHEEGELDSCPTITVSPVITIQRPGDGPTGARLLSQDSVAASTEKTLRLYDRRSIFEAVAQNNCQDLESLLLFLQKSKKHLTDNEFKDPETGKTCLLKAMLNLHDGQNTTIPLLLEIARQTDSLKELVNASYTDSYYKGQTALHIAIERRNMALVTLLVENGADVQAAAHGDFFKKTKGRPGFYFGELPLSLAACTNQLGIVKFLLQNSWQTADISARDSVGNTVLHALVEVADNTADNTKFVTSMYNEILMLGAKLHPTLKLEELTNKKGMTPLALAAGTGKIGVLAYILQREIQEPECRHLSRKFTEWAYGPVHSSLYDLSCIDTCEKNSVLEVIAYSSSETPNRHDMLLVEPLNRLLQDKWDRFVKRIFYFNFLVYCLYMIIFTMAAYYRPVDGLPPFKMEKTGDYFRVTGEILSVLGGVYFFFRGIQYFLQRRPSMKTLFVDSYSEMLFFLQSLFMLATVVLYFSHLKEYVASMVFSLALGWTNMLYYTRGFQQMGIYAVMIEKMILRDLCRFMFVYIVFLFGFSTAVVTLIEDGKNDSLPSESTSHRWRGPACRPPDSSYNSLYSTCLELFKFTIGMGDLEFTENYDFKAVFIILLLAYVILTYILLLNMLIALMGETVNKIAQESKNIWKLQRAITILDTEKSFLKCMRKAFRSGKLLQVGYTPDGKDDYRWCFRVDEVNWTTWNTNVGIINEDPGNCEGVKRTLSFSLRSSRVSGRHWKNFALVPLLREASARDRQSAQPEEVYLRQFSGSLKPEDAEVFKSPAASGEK
#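 Fluo-8 calcium influx in TRPV1-expressing cells, kinetic read (ex 480/em 520 nm). Compound added and read 3 min for agonist activity, followed by capsaicin at EC20 final and 2 min further read for enhancement.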
# Coupling enz – qHTS Assay for Inhibitors of Fructose-1,6-bisphosphate Aldolase from Giardia Lamblia: Coupling assay counterscreen | coupling enzyme system counterscreen, AmpLite Red fluorescence | activity change, negative = inhibition, % at 58.2 µM, hits read low | actives 0.67% (n = 290,000) | AID 2472, 2010; in the data active = activity change below about -30%; note: % is set by controls: 0 for no effect and ±100 for the full control effect
#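 Compounds tested against the coupling enzymes alone at 57.5 uM final; readout was AmpLite Red fluorescence (525/598 nm) after 20 min at RT.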
# B2AR arrestin – qHTS assay of beta-arrestin-biased ligands of beta2-adrenergic receptor; Beta-2 adrenergic receptor (Homo sapiens), P07550; beta-arrestin recruitment to beta2AR, cell-based reporter; Potency, µM (highest dose often 46.1 µM), for the others: at the top dose activation, actives largely listed as activators; actives 0.02% (n = 330,000); AID 492947, 2010;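 note: potency is the fitted concentration of half-maximal effect; 0% = DMSO controls and full agonism = EC100 isoproterenol or metaproterenol; nearly all actives have a fitted effect of over 65% in size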
# MLL CXXC-DNA inh – qHTS Fluorescence Polarization Assay for Inhibitors of MLL CXXC domain - DNA interaction; Histone-lysine N-methyltransferase 2A (Homo sapiens), Q03164; MLL-CXXC / FITC-HOXA9 DNA fluorescence polarization; Potency, µM (series often up to 115 µM), for the others: top-dose activity change, negative = inhibition, usual class: inhibitors; actives 0.037% (n = 290,000); AID 2662, 2010; active = well fitted inhibition curve with a large enough effect in the polarisation, with a control signal flat, not every such curve was filed as active; inconclusive = small, poorly fitted or top-dose-only effect, or effect the other way, or a change in a side signal; inactive = no such curve, though single readings can be large or run the other way; the % refers to the polarisation; note: potency is the fitted concentration of half-maximal effect
#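 Purified MLL-CXXC (added from a 7 uM solution) was preincubated 5 min at ambient with pinned compounds in 50 mM Tris-HCl pH 7.5, 50 mM NaCl, 1 mM DTT, 0.05% BSA. Fluorescein-labeled HOX-A9 DNA (50 nM solution) followed, 30 min, then polarization read.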
# GALK inh – qHTS Assay for Inhibitors of Human Galactokinase (GALK); P51570; Purified GALK, Kinase-Glo residual ATP luminescence; Potency, µM (highest dose often 57.5 µM), without a hit: at the top dose activity change, negative = inhibition, actives largely listed as inhibitors; actives 0.007% (n = 270,000); AID 1868, 2009; note: potency is the fitted concentration of half-maximal effect; % is set by controls: 0 for no effect and ±100 for the full control effect
#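 Quantitative HTS: GALK 5 nM, ATP 35 uM, galactose 100 uM, 1 h room temperature, then luciferase-based ATP detection.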
# KCNH2 3.1 inh – qHTS for Inhibitors of KCHN2 3.1: Mutant qHTS; U2OS KCNH2 3.1, thallium flux FluxOr; active compounds read low; Potassium voltage-gated channel subfamily H member 2, brain isoform KCNH2 3.1 (human); actives 0.95% (n = 340,000); AID 720553, 2013; activity change, % (tested at about 1.8 µM);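 active = maximum activity change below -70%; inconclusive = maximum activity change from -70% to -50%; inactive = maximum activity change above -50%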;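 note: thallium influx rate constant from kinetic fluorescence after stimulation buffer; % is set by controls: 0 for no effect and ±100 for the full control effect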
#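 U2OS cells transduced with KCNH2 3.1 mutant virus (1.77 x 10^8 /mL, 4 h), plated overnight at 37 C, loaded 45 min with FluxOr dye plus Red40 quencher. Thallium flux rate constant from kinetic reads after stimulation buffer, normalised to controls.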
# Giardia kill – Small Molecules that selectively kill Giardia lamblia: qHTS. Giardia lamblia trophozoite viability. activity change, % at 7.66 µM, hits read low. actives 0.15% (n = 340,000). AID 540267, 2011; in the data active = activity change below about -80%; inconclusive = between about -30% and that limit;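 note: parasites exposed to compound for two days anaerobically before the ATP read; % is set by controls: 0 for no effect and ±100 for the full control effect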
#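 Anaerobic 48 hrs incubation at 37 deg C of 100 trophozoites/well with test compounds; ATPLite 1-Step luminescence, 15-30 min RT, reports cellular ATP as viability.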
# An asterisk follows results filed as active; u = inconclusive; x = not tested or not shown; [ ] = dose if it differs, or a comment. Unless noted, calls come from the whole dose curve; as a rule, active = well fitted curve in the direction sought with a large enough effect; inconclusive = small, poorly fitted or top-dose-only effect, or another doubt; inactive = no such curve, though single readings can be large; an effect the other way counts as inactive or inconclusive. The list is partial (hit frequency here may not be typical).
nr	Molecule	Menin MLL FP TR	hERG WT inh	USP2a inh	PKM2 act	TRPV1 agonist	Coupling enz	B2AR arrestin	MLL CXXC-DNA inh	GALK inh	KCNH2 3.1 inh	Giardia kill
1	O=C(Cc1c(Cl)cccc1Cl)NCCc1ccc(Cl)cc1	-3%	-1	1%	-2%	-3	-1	-1.0%	2%	0%	-1	0
2	CC1(C)CC(=O)/C(=C(/O)CCCN2C(=O)c3ccccc3C2=O)C(=NC(C)(C)C)C1	-18%	6	2%	x	7	-1	0.1%	-1%	0%	-1	8
3	COC(=O)c1ccc(CSc2nc3ccccc3c(=O)n2CC(C)C)o1	-17%	2	1%	0%	18	-3	0.3%	-27%	-3%	3	-3
4	Cc1ccc(S(=O)(=O)N(CC(=O)N(C)C)c2cccc([N+](=O)[O-])c2)cc1	6%	-3	3%	-1%	1	3	-0.1%	3%	-3%	9	3
5	CCCN1CN(CCc2ccccc2)CNC1=S	-13%	16	6%	0%	10	1	-0.5%	5%	1%	10	-8
6	CCOc1ccc(Br)cc1S(=O)(=O)N1CCCC1	0%	-1	1%	4%	7	-7	-0.4%	0%	-1%	4	19
7	O=C(OCC#CCSc1nnc(-c2ccncc2)o1)c1cccs1	-17%	-11	0%	7%	11	0	0.1%	5%	0%	-6	2
8	CC(NC(=O)c1ccccc1NC(=O)CN1CCN(c2ccccc2O)CC1)c1ccccc1 (stereo not given)	x	-2	-2%	x	17	x	-2.5%	x	x	3	-9
9	CCOc1ccccc1NC(=O)CSc1nnc2ccc(-c3ccccn3)nn12	x	-8	-1%	x	-6	x	0.1%	x	x	-2	-8
10	COc1cc(OC)cc(C(=O)OCC(=O)NCCCc2ccccc2)c1	12%	-1	3%	x	20	2	0.3%	u	0%	-12	30
11	CS(=O)(=O)N1CCC(C(=O)Nc2cccc(F)c2)CC1	11%	-14	-1%	7%	2	-2	-0.9%	6%	5%	2	17
12	CCCC(=O)Nc1nnc(S(=O)(=O)N(CC(C)C)c2ccccc2)s1	u	-15	-3%	x	-3	2	0.5%	-4%	x	-21	29
13	CCn1c(CO)nc2c1c(=O)[nH]c(=O)n2Cc1ccccc1	u	1	4%	x	-2	-3	-0.5%	23%	x	-14	-1
14	CC(=O)Nc1ccc(-c2csc(NC(=O)Cc3cccc(F)c3)n2)cc1	u	-4	-1%	-3%	-1	0	0.3%	0%	-3%	13	6
15	COc1cc(C(=O)OCC(=O)Nc2nnc(-c3ccccc3)o2)cc(OC)c1OC	x	-3	-1%	x	2	x	-0.8%	x	x	12	8
16	N#CC1(NC(=O)CN2C(=O)NC(c3ccccc3)(c3ccccc3)C2=O)CCCC1	x	9	3%	x	-5	x	-0.5%	x	x	-2	12
17	CCCOc1ccc(C2C(=O)N(C3CCCCCC3)CC(=O)N2Cc2ccco2)cc1OC (stereo not given)	u	2	1%	8%	28	1	-0.4%	-17%	-3%	2	-4
18	COc1ccc(-c2cc(C(=O)Nc3ccc(S(N)(=O)=O)cc3)c3ccccc3n2)cc1OC	34%[activator]	-4	-1%	x	8	0	-1.2%	7%	0%	0	-8
19	Brc1ccc(COc2ncnc3ccccc23)cc1	0%	-3	-1%	11%	0	-1	0.3%	-1%	0%	25	-5
20	COc1ccc(NC(=O)CN(C)C(=O)c2c(C)nn(Cc3ccc(C)cc3)c2Cl)cc1	x	-13	0%	x	-1	x	0.0%	x	x	-3	-20
21	Cn1cnnc1SCC(=O)Nc1cccc(S(=O)(=O)N2CCOCC2)c1	-4%	-7	2%	-2%	-4	2	0.3%	3%	5%	3	-19
22	CC1=C(C)CS(=O)N(S(=O)(=O)c2ccccc2)C1 (stereo not given)	0%	-2	0%	8%	5	0	5.0%	0%	0%	17	4
23	CC(/C=N/NC(=O)c1ccc(Br)cc1)=C\c1ccccc1	2%	-5	-2%	-19%	2	-3	-0.3%	34%[activator]	0%	u	8
24	Cc1occc1C(=O)NC(C)CCc1ccccc1 (stereo not given)	1%	7	0%	-3%	12	0	0.2%	-2%	6%	0	4
25	C=CCNCC(=O)N1N=C(c2ccc3ccccc3c2)CC1c1ccc(OC)cc1 (stereo not given)	u	18	-1%	-3%	15	1	0.4%	9%	11%	u	7
26	N#Cc1c(N2C(=O)c3ccc(C(=O)O)cc3C2=O)sc2c1CCCC2	0%	0	1%	-11%	0	9	0.3%	-2%	3%	5	-14
27	CN(C(=O)CCn1c(=S)oc2ccccc21)C1CCCCC1	x	-3	0%	3%	u	1	-0.7%	-4%	2%	6	-1
28	CCN1/C(=C/c2ccc3ccccc3[n+]2CC)C=Cc2ccccc21	u	3	-15%	-79%	-1	-8	11%	u	4%	-12	-14
29	Cc1cc(C)nc(NC(=O)c2ccc([N+](=O)[O-])o2)n1	-15%	2	1%	0%	3	-7	-2.2%	7%	1%	21	u
30	CCOc1cc(C2/C(=C(/O)c3ccc(OC(C)C)cc3)C(=O)C(=O)N2CCCOC)ccc1O (stereo not given)	-10%	-5	1%	-15%	-5	11	-0.5%	12%	0%	2	5
31	Cc1cc(NC(=O)CC(CN(C)S(=O)(=O)c2ccccc2)c2ccccc2)no1 (stereo not given)	0%	5	4%	7%	16	2	-0.2%	10%	0%	4	30
32	CC(C)(C)OC(=O)N1CCCC(C(=O)Nc2ccc(C(=O)N3CCCCC3)cc2)C1 (stereo not given)	x	-9	5%	x	x	x	0.0%	x	x	6	2

# Reprinted at random: six records from the list, in no set order.
nr	Molecule	Menin MLL FP TR	hERG WT inh	USP2a inh	PKM2 act	TRPV1 agonist	Coupling enz	B2AR arrestin	MLL CXXC-DNA inh	GALK inh	KCNH2 3.1 inh	Giardia kill
10	COc1cc(OC)cc(C(=O)OCC(=O)NCCCc2ccccc2)c1	12%	-1	3%	x	20	2	0.3%	u	0%	-12	30
12	CCCC(=O)Nc1nnc(S(=O)(=O)N(CC(C)C)c2ccccc2)s1	u	-15	-3%	x	-3	2	0.5%	-4%	x	-21	29
7	O=C(OCC#CCSc1nnc(-c2ccncc2)o1)c1cccs1	-17%	-11	0%	7%	11	0	0.1%	5%	0%	-6	2
9	CCOc1ccccc1NC(=O)CSc1nnc2ccc(-c3ccccn3)nn12	x	-8	-1%	x	-6	x	0.1%	x	x	-2	-8
29	Cc1cc(C)nc(NC(=O)c2ccc([N+](=O)[O-])o2)n1	-15%	2	1%	0%	3	-7	-2.2%	7%	1%	21	u
27	CN(C(=O)CCn1c(=S)oc2ccccc21)C1CCCCC1	x	-3	0%	3%	u	1	-0.7%	-4%	2%	6	-1

# Next section:
nr	Molecule	Menin MLL FP TR	hERG WT inh	USP2a inh	PKM2 act	TRPV1 agonist	Coupling enz	B2AR arrestin	MLL CXXC-DNA inh	GALK inh	KCNH2 3.1 inh	Giardia kill
33	CN(CC(=O)O)S(=O)(=O)c1ccc2c(c1)NC(=O)CC(=O)N2	-26%	3	6%	-2%	-7	2	-0.2%	11%	1%	29	6
34	CCOC(=O)CC(NC(=O)c1ccc(C)cc1)c1ccc(OC)cc1 (stereo not given)	1%	8	4%	0%	14	2	-0.3%	4%	9%	12	1
35	O=C(O)CCCCCN1C(=O)CCC1=O	-15%	1	5%	0%	-1	5	0.1%	-1%	5%	4	9
36	CC1(C)CC(=O)C2=C(C1)OC(N)=C([N+](=O)[O-])C2c1ccc(F)cc1 (stereo not given)	x	-7	4%	0%	1	1	-0.2%	-3%	-5%	15	-6
